Source: PubChem BioAssay
Fluor 339 460: intrinsic fluorescence of library compounds, ex339/em460 – biochemical, MLSMR library, data from DPM-DC assay, artefact control, profiling panel; compound autofluorescence, ex339/em460 nm, NADH buffer; active compounds read high; 1 = no-compound wells, NADH background; fluorescence fold increase at 10 µM; 5.5% of 65,000 active; AID 709;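 active = at 10 µM, mean starting fluorescence two-fold or more over control wells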;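 note: signal is the first read of a kinetic run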
tolC growth inh: growth inhibitors of E. coli BW25113 tolC mutant; OD615; 2.2% of 65,000 active; growth inhibition, % at 10 µM (by protocol);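 active = growth inhibition at or above a cutoff equal to the mean over every tested compound plus 3 SD, cut at about 60% in these data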;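 note: growth measured after 20 h incubation at 37 °C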
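test system = E. coli BW25113 ΔtolC::kan bacteria | medium = LB with kanamycin 50 µg/mL | signal = OD at 615 nm | schedule = 37 °C, 20 h exposure | evaluation = % inhibition of E. coli growth | compound dosing = one dose of 10 µM final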
E coli RNAP: blocks E. coli RNA polymerase transcription. P0A8V2. fluorescence transcription assay. inhibition, %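 (tested at 10 µM)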. 0.2% of 62,000 active. AID 559; in the data active = inhibition above about 20%;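 note: 0% = enzyme without compound and 100% = no enzyme blank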
SF1 activator: activates the human nuclear receptor SF-1; AID 522; Q13285; 1.9% of 65,000 active; CHO-K1 Gal4-SF-1 LBD luciferase reporter; % increase over DMSO SF-1-specific signal; activation, % at 10 µM;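 active = activation above the mean activation of all tested compounds plus 3 SD, cut at about 50% in these data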
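Material: CHO-K1 cells with Gal4–hSF-1 LBD chimera plus Gal4-driven luciferase / Input: 4,000 CHO-K1 cells per well / Incubation: compound exposure 20 h at 37 °C / Signal: luminescence read 15 min after SteadyLite luciferase reagent, after room-temperature equilibration / Read-out: percent activation versus DMSO / Benchmarks: DMSO negative control and −SF1 background wells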
M1 agonist: M1 muscarinic receptor agonism. CHO-M1 cells, Fluo-4 calcium fluorescence, agonist mode; active compounds read high. B-score at 10 µM. 3% of 64,000 active. AID 626;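 active = fluorescence rise, raw or as B-score row- and column-corrected plate score, outside the 99.7% band of its plate's samples, either direction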
TNAP act mid DEA: human TNAP activation, intermediate phosphate acceptor; P05186; purified TNAP, CDP-star luminescence, 100 mM DEA, 30 min; active compounds read high; scale: 0 levamisole-inhibited, 1 vehicle-only enzyme; activation factor at 20 µM; 64,000 tested, under 10 active;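 active = activation factor of at least 2 at 20 µM, relative to controls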
Target sequence (P05186 whole entry, looked up): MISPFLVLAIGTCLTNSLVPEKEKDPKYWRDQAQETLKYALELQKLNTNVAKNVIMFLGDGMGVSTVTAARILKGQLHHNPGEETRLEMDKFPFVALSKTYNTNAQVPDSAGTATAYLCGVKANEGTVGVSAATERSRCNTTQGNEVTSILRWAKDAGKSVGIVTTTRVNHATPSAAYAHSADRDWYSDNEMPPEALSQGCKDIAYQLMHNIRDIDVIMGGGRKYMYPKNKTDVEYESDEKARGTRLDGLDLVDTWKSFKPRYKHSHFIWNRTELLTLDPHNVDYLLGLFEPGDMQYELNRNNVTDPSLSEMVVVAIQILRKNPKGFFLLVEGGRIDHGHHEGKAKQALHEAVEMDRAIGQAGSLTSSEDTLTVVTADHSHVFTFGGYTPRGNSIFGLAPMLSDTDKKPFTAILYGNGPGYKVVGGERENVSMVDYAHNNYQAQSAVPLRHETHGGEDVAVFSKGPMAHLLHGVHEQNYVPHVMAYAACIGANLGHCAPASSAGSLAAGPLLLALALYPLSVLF
M1 antag: antagonists of rat M1 muscarinic receptor; P08482; CHO-M1 cells, Fluo-4 calcium, ACh EC80 antagonist mode; active compounds read low; B-score at 10 µM; 3.4% of 64,000 active; AID 628;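 active = calcium fluorescence response, raw or row-and-column corrected B-score, differing from the plate sample mean either way at a set confidence level, mostly lower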
RORA act: activators of human nuclear receptor RORA | P35398 | CHO-K1 Gal4-RORA LBD luciferase reporter, luminescence; percent increase over mock-subtracted basal signal | activation, % at 10 µM | 1.5% of 65,000 active | AID 560;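 active = activation above the mean of all tested compounds plus 3 SD, cut at about 49% in these data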;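 note: 0% = DMSO-treated RORA cells and 100% = added signal equal to DMSO minus mock-transfected cells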
Target sequence (P35398 whole entry, looked up, the tested form may be a part): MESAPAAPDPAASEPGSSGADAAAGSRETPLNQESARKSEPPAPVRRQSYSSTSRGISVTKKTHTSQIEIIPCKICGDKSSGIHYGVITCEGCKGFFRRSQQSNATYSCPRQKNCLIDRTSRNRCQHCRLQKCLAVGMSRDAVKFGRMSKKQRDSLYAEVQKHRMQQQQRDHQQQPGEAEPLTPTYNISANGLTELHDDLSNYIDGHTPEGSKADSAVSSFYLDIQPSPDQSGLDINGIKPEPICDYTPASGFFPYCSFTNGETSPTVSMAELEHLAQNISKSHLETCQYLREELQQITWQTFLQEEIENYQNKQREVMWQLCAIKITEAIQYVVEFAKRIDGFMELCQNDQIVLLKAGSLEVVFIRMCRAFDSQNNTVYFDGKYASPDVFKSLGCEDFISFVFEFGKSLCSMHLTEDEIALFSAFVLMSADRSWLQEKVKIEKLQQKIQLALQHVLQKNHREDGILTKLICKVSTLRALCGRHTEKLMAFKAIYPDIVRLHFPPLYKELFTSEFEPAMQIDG
NADH coupling: inhibitors of enzymes used to reach an NAD/NADH endpoint. coupled PK/LDH NADH assays, four targets. IC50, µM (top dose mostly 10 µM), inactives show top-dose inhibition. 0.02% of 65,000 active. AID 774;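 active = single-dose screening hits from any of four coupled enzyme assays that gave an IC50 when retested across doses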;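 note: the DPM-DC format reads NADH fluorescence rather than 340 nm absorbance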
Numbers without * were called inactive; nt = no result given; [ ] = dose if it differs, or a comment.

SMILES	Fluor 339 460	tolC growth inh	E coli RNAP	SF1 activator	M1 agonist	TNAP act mid DEA	M1 antag	RORA act	NADH coupling
COc1ccccc1NC(=O)c1ccc(S(=O)(=O)N2CCOCC2)cc1	1.09	0.3	7.1	-10.6	-0.693	0.9	0.325	9.7	8.0%
CCOC(=O)CSC1=C(C#N)C(c2ccccc2OCC)C(C(=O)OCC)C(=O)N1 (stereo not drawn)	1.09	17.9	-0.3	3.2	0.191	0.9	0.447	14.1	6.0%
Cc1cc(Oc2ccccc2)nc(SCC(N)=O)n1	1.08	-0.3	-9.2	-17.5	nt	0.9	nt	11.7	1.0%
CCOC(=O)C1=C(C)NC(C)=C(C(=O)OCC)C1c1ccc(O)cc1	1.71	12.9	6.3	-12.0	0.0865	0.9	0.24	-1.0	8.0%
Cc1cc(-c2nc3ncccc3o2)ccc1NC(=O)CC(C)C	2.2*	-6.5	1.9	8.2	-0.509	0.9	-1.02	27.2	3.0%[fluoresces]
O=C(CN(CC1CCCO1)C(=O)CCC(=O)Nc1nccs1)NCC1CCCO1 (stereo not drawn)	1.08	-6.6	9.8	-1.9	0.475	0.9	0.824	8.9	5.0%
COc1ccccc1OCCSc1ncnc2nc[nH]c12	1.05	-7.4	6.4	-14.5	-1.72	1	0.475	8.3	9.0%
COC(=O)COc1cccc(NC(=O)c2ccccc2)c1	1.1	-13.2	-0.2	-6.5	-0.224	0.9	0.501	-6.8	6.0%
CCC(c1c(C)n(C)n(-c2ccccc2)c1=O)c1c(C)n(C)n(-c2ccccc2)c1=O	1.02	9.5	7.0	10.6	0.387	0.9	-0.0821	-12.2	2.0%
O=C(c1cnn2c(C(F)F)cc(C3CC3)nc12)N1CCc2ccccc2C1	1.32	38.3	4.5	10.4	0.909	1	0.381	1.9	8.0%
O=C(CCc1ccc(S(=O)(=O)N2CCOCC2)cc1)OCc1nc2ccccc2s1	1.05	4.8	14.2	59.4*	0.639	0.9	-0.427	10.4	4.0%
CN1CCN(c2ccc(Cl)cc2NC(=O)C2COc3ccccc3O2)CC1 (stereo not drawn)	1.11	7.7	2.1	7.4	-0.875	0.9	-1.4	0.8	2.0%
Cc1nnc(SCC(=O)NCc2ccc3c(c2)OCO3)s1	1.03	-6.8	1.5	2.5	0.0492	0.9	1.02	-7.0	5.0%
O=C(CN1CCN(c2ccc(Cl)cc2)CC1)c1ccc2c(c1)OCO2	0.97	-2.3	0.0	7.9	-1.32	0.9	0.145	19.8	6.0%
CCCSc1nnc(-c2c[nH]c3ccccc23)n1C	1.13	0.3	6.0	51.6*	0.0563	0.9	0.182	30.3	2.0%
Cc1cc(=O)[nH]c(SCC(=O)c2ccc(C(C)C)cc2)n1	1.07	38.2	7.9	11.1	1.12	0.9	-0.6	16.3	6.0%
C=CCSc1nc2c(cnn2-c2ccc(C)c(C)c2)c(=O)[nH]1	1.05	-9.9	4.1	-12.9	0.0479	0.9	0.102	-11.8	2.0%
O=C(O)c1cc2nc(-c3ccc(F)cc3)cc(C(F)(F)F)n2n1	1.1	8.8	6.5	3.8	0.116	0.9	0.215	-3.9	14.0%
CSC1=NC(NCCCO)c2c(sc3c2CC(C)(C)OC3)N1 (stereo not drawn)	2.87*	7.6	-0.1	-13.7	1.6	1	-0.379	13.3	10.0%
Cn1cnnc1SCC(=O)N(Cc1ccc2c(c1)OCO2)C1(C(=O)NC2CCCCC2)CCCC1	1.12	-10.4	-0.9	-11.4	0.339	1	1.09	-6.2	3.0%
COc1ccc(N2CCN(C(=O)c3ccc(OCC4CCCO4)cc3)CC2)cc1 (stereo not drawn)	1.11	-2.3	-3.7	4.9	-0.612	1	-0.278	-5.0	1.0%
O=C1CCCc2nc(N3CCCCC3)sc21	1.01	-12.2	-12.4	24.7	0.369	0.9	-0.466	-2.2	3.0%
N#Cc1ccc(NC(=O)C2CC(c3ccc(F)cc3)=NO2)cc1 (stereo not drawn)	1.14	-13.1	6.2	-1.2	-0.925	1	0.644	7.9	3.0%
CSCC[C@@H](C(=O)Nc1ccc2c(c1)OCCO2)N1Cc2ccccc2C1=O	1.08	20.4	-0.8	41.1	-1.49	0.9	-0.716	47.7	5.0%
O=C1CCC(C(=O)OCc2cc(Cl)ccc2OC(F)F)N1 (stereo not drawn)	1.12	1.1	1.7	-4.7	0.379	1	-0.152	-10.2	5.0%

Individual results from the results shown.
In tolC growth inh, O=C(CN(CC1CCCO1)C(=O)CCC(=O)Nc1nccs1)NCC1CCCO1 (stereo not drawn) is entered as -6.6
In tolC growth inh, C=CCSc1nc2c(cnn2-c2ccc(C)c(C)c2)c(=O)[nH]1 is entered as -9.9
In tolC growth inh, CSCC[C@@H](C(=O)Nc1ccc2c(c1)OCCO2)N1Cc2ccccc2C1=O is entered as 20.4

Later entries
SMILES	Fluor 339 460	tolC growth inh	E coli RNAP	SF1 activator	M1 agonist	TNAP act mid DEA	M1 antag	RORA act	NADH coupling
Cc1ccc(S(=O)(=O)Nc2cc(C(=O)NCCN3CCCC3)ccc2N2CCCCC2)cc1	1.45	21.3	0.5	4.4	-1.03	1	-0.541	-6.5	8.0%
O=C(Cn1nc(Cc2ccncc2)c2ccccc2c1=O)N1CCc2ccccc2C1	1.05	5.1	5.1	-11.6	1.94	0.9	0.599	-27.5	2.0%
O=C(Cn1ncc2c1-c1ccccc1OC2)N1CCc2ccccc21	1.24	-1.5	-4.4	4.9	1.62	0.9	1.28	18.9	5.0%
COc1ccc(NC(=O)CSc2nc(NS(=O)(=O)c3ccccc3)cc(=O)[nH]2)cc1	1.03	-4.4	2.6	-6.2	0.35	1	0.0379	1.3	5.0%
CCOc1cc(S(=O)(=O)NC2CCCCCC2)ccc1F	1.05	59.7	0.0	-10.7	-1.91	0.9	-1.77	-1.7	9.0%
CSc1nc(N)nc(SCCS(=O)(=O)c2ccc(Cl)cc2)c1C#N	1.02	47.5	12.7	-3.2	0.923	0.9	0.141	-37.3	3.0%
CC(C)(C)n1nc2c(c1NC(=O)c1ccc(Br)o1)CS(=O)C2 (stereo not drawn)	1.05	-21.9	3.0	0.4	1.63	1	1.33	2.5	7.0%
O=C(CSCc1cccc(F)c1)N1CCN(c2ccccc2)CC1	1.01	27.9	5.8	30.8	1.31	0.9	0.042	52.6*	12.0%
Cc1cc2c(cc1C)-c1nnnn1C(C)(C)C2	1.03	-10.6	13.8	7.8	0.0133	0.9	0.00312	20.5	4.0%
Cc1c(C(=O)NCC2CCCO2)oc2ccc(S(=O)(=O)N3CC(C)CC(C)C3)cc12 (stereo not drawn)	1.06	2.5	3.1	20.1	0.501	1	-1.06	-7.9	6.0%
COc1cccc(C2C(C(N)=O)=C(C)Nc3nc(-c4ccccc4Cl)nn32)c1 (stereo not drawn)	1.05	5.3	6.0	-4.4	0.619	0.7	0.497	-12.0	1.0%
CCOc1ccccc1-n1c(CN2CCN(C(=O)c3ccco3)CC2)nc2ccccc2c1=O	1.07	-2.5	6.4	-7.5	-0.237	0.8	1.38	3.6	7.0%
Cn1c(=O)oc2cc(S(=O)(=O)N3CCCC3)ccc21	1.09	-6.7	4.1	-21.1	-0.431	1	1.6	18.6	1.0%
COc1cccc(NC(=O)CSc2nc3n[nH]c(C)c3c(=N)n2-c2cccc(OC)c2)c1	1.15	30.9	nt	-1.4	-0.377	nt	0.459	-0.6	7.0%
O=C(Nc1ccc2c(c1)OCCO2)c1ccncc1	1.08	-17.1	1.0	20.3	-0.637	1	-0.615	42.2	2.0%
O=C(Nc1nc2ccccc2[nH]1)C1CCCO1 (stereo not drawn)	1.16	-16.4	8.0	17.7	0.0227	0.9	-1.03	6.5	0.0%
COc1ccccc1N1CCN(CC(=O)c2c(C)[nH]c3cc(C)ccc23)CC1	1.13	40.6	4.3	-12.4	-0.174	0.9	-0.159	-1.8	0.0%
COc1ccc(S(=O)(=O)N(CC(=O)NC2CC2)C2CCCCC2)cc1Cl	1.11	24.1	-3.7	-6.0	-1.12	0.9	0.262	-17.3	4.0%
CC1CCN(c2nc3c(c(=O)[nH]c(=O)n3C)n2Cc2ccccc2)CC1	1.12	4.7	-2.0	8.6	0.366	1	-0.408	-1.6	1.0%
O=C(CCSCCC(=O)NCC1CCCO1)NCC1CCCO1 (stereo not drawn)	1.15	-6.0	-1.4	-15.2	-0.385	0.9	0.43	-8.3	8.0%
COc1ccc2c(c1)CCc1c(C(=O)N3CCCc4ccccc43)noc1-2	1.05	70.8*	10.8	19.9	-0.00556	0.9	0.316	-3.0	4.0%
CC(C)c1ccc(NS(=O)(=O)c2cn(C)c(=O)n(C)c2=O)cc1	1.08	-0.6	7.3	-7.5	-0.29	0.9	-0.706	-1.2	2.0%
O=C(CN(C(=O)CCC(=O)Nc1nccs1)c1ccc(F)cc1)NCc1ccco1	1.04	-18.3	11.4	13.9	-0.32	1	0.0698	-3.3	8.0%
CCOc1ccccc1N1CCN(CC(=O)Nc2nnc(CC)s2)CC1	1.06	6.3	4.6	-5.3	1.27	0.9	-0.727	-7.9	6.0%
O=C(CSc1nc2ccccc2o1)Nc1ccccc1	0.99	11.2	-1.5	-13.9	0.751	0.9	0.594	10.8	2.0%
CCc1ccc(S(=O)(=O)NCCc2csc(-c3ccccc3)n2)s1	1.11	92.8*	nt	7.0	-1.86	nt	-0.592	3.0	3.0%
CC(C)(C)C(=O)/C=C(\N)c1ccccn1	1	-13.5	6.3	18.1	-0.267	0.9	0.406	2.2	3.0%

Reformatted bar-delimited: part of the list above
molecule | Fluor 339 460 | tolC growth inh | E coli RNAP | SF1 activator | M1 agonist | TNAP act mid DEA | M1 antag | RORA act | NADH coupling
COc1ccc2c(c1)CCc1c(C(=O)N3CCCc4ccccc43)noc1-2 | 1.05 | 70.8* | 10.8 | 19.9 | -0.00556 | 0.9 | 0.316 | -3.0 | 4.0%
CC(C)c1ccc(NS(=O)(=O)c2cn(C)c(=O)n(C)c2=O)cc1 | 1.08 | -0.6 | 7.3 | -7.5 | -0.29 | 0.9 | -0.706 | -1.2 | 2.0%

Structures listed above printed as active in Fluor 339 460:
| canonical_smiles | Fluor 339 460 | E coli RNAP | SF1 activator | M1 agonist | TNAP act mid DEA | M1 antag | NADH coupling |
| --- | --- | --- | --- | --- | --- | --- | --- |
| Cc1cc(-c2nc3ncccc3o2)ccc1NC(=O)CC(C)C | 2.2* | 1.9 | 8.2 | -0.509 | 0.9 | -1.02 | 3.0%[fluoresces] |
| CSC1=NC(NCCCO)c2c(sc3c2CC(C)(C)OC3)N1 (stereo not drawn) | 2.87* | -0.1 | -13.7 | 1.6 | 1 | -0.379 | 10.0% |

Molecules listed so far that have a thiophene ring, fused or not (2):
SMILES	Fluor 339 460	tolC growth inh	E coli RNAP	SF1 activator	M1 agonist	TNAP act mid DEA	M1 antag	RORA act	NADH coupling
CSC1=NC(NCCCO)c2c(sc3c2CC(C)(C)OC3)N1 (stereo not drawn)	2.87*	7.6	-0.1	-13.7	1.6	1	-0.379	13.3	10.0%
CCc1ccc(S(=O)(=O)NCCc2csc(-c3ccccc3)n2)s1	1.11	92.8*	nt	7.0	-1.86	nt	-0.592	3.0	3.0%
